# EWS-Fli block: EWS/Fli transcriptional activity inhibition | A673 NR0B1-luciferase reporter, viability-normalised | inhibition, % at 12.6 µM | hit rate 0.67% among 350,000;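 active means mean inhibition of at least 50% after viability correction, with every replicate also passing that limit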;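 further: firefly luciferase signal divided by Alamar Blue viability fluorescence both relative to DMSO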
# ARNT-TACC3 inh: disruptors of human ARNT/TACC3 interaction. hit rate 0.66% among 390,000. AID 623870. inhibition, % at 9.99 µM. AlphaScreen His-ARNT PAS-B/GST-TACC3 binding, luminescence; TACC3 fragment carries E629A point mutation;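 active means mean inhibition of replicates at least 50% and at least half of replicates each reaching 50%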;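 further: 0% = complete ARNT plus TACC3 wells and 100% = ARNT alone without TACC3; many hits fall short of the cut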
# PAX8 reporter: PAX8 transcriptional activity inhibition; RMG-I TPO-luciferase reporter, SteadyGlo, 24 h; inhibition, % at 12.6 µM; hit rate 1.2% among 360,000; AID 652154;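 active means mean replicate inhibition at least 60% with every replicate also reaching 60%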;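 further: luciferase light reporting Pax8 driven TPO promoter activity; plate controls were median of neutral control wells for no effect and mitoxantrone controls for full effect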
# Starred values were filed as active, the others as inactive; . = no result given; & = joins results of further samples. This is a subset; the hit share may differ from the screen's.
1: Cc1cc(N2CCOCC2)c(F)cc1C(=O)c1ccccc1
2: CCNC(=O)c1oc2c(c1C)C(=O)CC(C)(C)C2
3: Cc1cc(C(=O)CN2C(=O)NC(C)(c3cccc(Br)c3)C2=O)c(C)n1Cc1ccco1 (stereo unspecified)
4: Cc1ccnc(SCC(=O)N2CCN(c3ccccc3)CC2)n1
5: Cc1cccc(C)c1Oc1nc(-c2ccccc2)ncc1S(=O)(=O)c1ccccc1
6: CCCC1Nc2ccc(C(=O)O)cc2C2C=CCC12 (stereo unspecified)
7: O=C(Nc1cccc(C(=O)N2CCOCC2)c1)c1cncc(Br)c1
8: Cc1ccc(NC(=O)CN(C)S(=O)(=O)c2cccc3nsnc23)cc1Cl
Compound	1	2	3	4	5	6	7	8
EWS-Fli block	.	.	.	.	.	.	.	.
ARNT-TACC3 inh	-5	-14	1	2	-11	9	-3	3
PAX8 reporter	.	.	.	.	.	.	.	.

9: c1ccc2sc(N3CCN(Cc4nnnn4CC4CCCO4)CC3)nc2c1 (stereo unspecified)
10: CCn1c(Cc2ccccc2)nnc1SCC(=O)Nc1ccc(N2CCOCC2)c(Cl)c1
11: COC(=O)COc1ccc(S(=O)(=O)N2CCN(c3ccccc3F)CC2)cc1
12: O=C(Cn1nnc(-c2ccc(Cl)cc2)n1)NC1CCN(Cc2ccccc2)CC1
13: N#CC1=C(N)Oc2cc(Nc3ccccc3)ccc2C1c1ccncc1 (stereo unspecified)
14: CCOc1ccc(NC(=O)C2CC=CCC2C(=O)O)cc1 (stereo unspecified)
15: O=C(O)C1CCCCC1C(=O)Nc1ccc2c(c1)OCCO2 (stereo unspecified)
16: CC(=O)N1CCc2cc(S(=O)(=O)NC(CC(C)C)C(=O)N3CCn4c3nc3ccccc34)ccc21 (stereo unspecified)
Compound	9	10	11	12	13	14	15	16
EWS-Fli block	.	.	.	.	.	.	.	.
ARNT-TACC3 inh	-5	0	0	1	15	3	-3	-2
PAX8 reporter	.	.	.	.	.	.	.	.

17: NC(=O)C1(N2CCCCC2)CCN(C(=O)NC23CC4CC(CC(C4)C2)C3)CC1
18: Cc1ccc(/C(O)=C/C(=O)C(=O)NNC(=O)C(O)(c2ccccc2)c2ccccc2)cc1
19: CCOc1ccc(-n2nnnc2SCC(=O)N2CCOCC2)cc1
20: CCOc1ccc(-n2c(Cc3cc(=O)[nH]c(=O)[nH]3)nnc2SCC)cc1
21: O=C(CSC1=NCCS1)Nc1nc2ccccc2s1
22: CC(CC(=O)Nc1nc2ccccc2[nH]1)c1ccccc1 (stereo unspecified)
23: CCCN(CCC)S(=O)(=O)c1ccc(C(=O)Nc2nnc(CSC)o2)cc1
24: COCCn1c(SC(C)C(=O)Nc2ncc(Cl)cc2Cl)nc2ccccc21 (stereo unspecified)
Compound	17	18	19	20	21	22	23	24
EWS-Fli block	.	.	.	.	.	.	.	.
ARNT-TACC3 inh	-2	-4	1	-2	1	-7	-16	8
PAX8 reporter	.	.	.	.	.	.	.	.

25: COc1cccc(NC(=O)C(=O)N2CCOCC2)c1
26: CCN(C(=O)CCc1nc(-c2ccc(OC)cc2)no1)c1cc(OC)ccc1OC
27: COC(=O)C1=C(C)N(Cc2ccccc2)C(=NCCc2cccnc2)N[C@H]1c1ccc(Br)cc1
28: COc1ccc(NC(=O)C(=O)NCC(c2ccco2)N2CCc3ccccc32)cc1 (stereo unspecified)
29: O=C(Nc1nc2c(s1)CCCC2)c1cccs1
30: COc1cc(/C=C/c2cc(OC(C)=O)c3ccccc3n2)c(OC(C)=O)c([N+](=O)[O-])c1
31: CC12CCCCC1(O)[N+](=O)C1=C(CCCC1)N2[O-] (stereo unspecified)
32: O=C(COC(=O)Cc1ccc(S(=O)(=O)N2CCOCC2)s1)NCCc1ccccc1
Compound	25	26	27	28	29	30	31	32
EWS-Fli block	.	.	.	.	.	.	.	.
ARNT-TACC3 inh	-5	-4	28	-1	-6	3	12	-5
PAX8 reporter	.	.	.	.	.	.	.	.

33: CCOC(=O)c1cnc2cc3c(cn2c1=O)CCCC3
34: CCOC(=O)N1CCN(C(=O)CSc2cc(C)nc3c(-c4ccccc4OC)c(C)nn23)CC1
35: CCCCCOC(=O)C1[C@H]2C(=O)N(Cc3cccs3)C[C@]23C=C[C@H]1O3 (stereo partly specified)
36: Cc1cccc(N=Nc2c(N)n[nH]c2-c2ccc(Cl)cc2)c1
37: CCCCS/C(N)=N/N=C/c1cc(C)ccc1O
38: Oc1ccc(-c2nccc(-c3cccs3)n2)cc1
39: Cc1ccc(C23CC4CC(CC(NC(=O)NC(C)(C)CO)(C4)C2)C3)cc1
40: COc1ccc(C(=O)COC(=O)CN2C(=O)C3C4C=CC(C4)C3C2=O)cc1 (stereo unspecified)
Compound	33	34	35	36	37	38	39	40
EWS-Fli block	.	.	.	.	.	.	.	.
ARNT-TACC3 inh	2	1	-10	-26	10	6	-2	-2
PAX8 reporter	.	.	.	.	.	.	.	.

41: Cc1oc(-c2cccc(Cl)c2)nc1CN1CCC(C(=O)N2CCN(c3ccccn3)CC2)CC1
42: CCOC(=O)C1CCN(C(=O)c2ccc(OC)cc2OC)CC1
43: Cc1ccccc1OCCCCCn1ccnc1
44: O=C(c1c(F)cccc1F)N1CCN(c2cccc(C(F)(F)F)c2)CC1
45: COC(=O)c1cc(N=Cc2c(O)c3ccccc3oc2=O)cc(C(=O)OC)c1
46: Brc1ccc(-c2nnc(SCCC3OCCCO3)o2)cc1
47: CCOc1ccc(C(CC(=O)O)NS(=O)(=O)c2ccc(C)cc2)cc1OC (stereo unspecified)
48: CC(=O)Nc1ccc(Oc2cc(C#N)c(C#N)cc2N2CCCCCC2)cc1
Compound	41	42	43	44	45	46	47	48
EWS-Fli block	.	.	.	.	.	.	.	.
ARNT-TACC3 inh	0	5	-2	-4	-7	-6	2	-1
PAX8 reporter	.	.	.	.	.	.	.	.

49: O=C(CSc1nnnn1-c1cccc2ccccc12)Nc1ccc(N2CCOCC2)c(Cl)c1
50: CC(=O)c1cc2c(cc1NS(=O)(=O)c1ccc3c(c1)OCCO3)OCO2
51: O=S(=O)(c1cccc2cccnc12)n1cnc2ccccc21
52: O=C1CC(/C=C/c2ccco2)=Nc2ccccc2N1
53: CCC1CCCCN1c1ccc([N+](=O)[O-])cc1/C=N/NC(=O)Cn1c2ccccc2c(=O)c2ccccc21 (stereo unspecified)
54: COc1cccc(-c2nc(N3CCC(C)CC3)c3ccccc3n2)c1O
55: O=C(c1ccc(Cl)s1)N1CCOCC1
56: CCCS/C(N)=N/N=C/c1cc(C)ccc1O
Compound	49	50	51	52	53	54	55	56
EWS-Fli block	.	.	.	.	.	.	.	.
ARNT-TACC3 inh	12	-2	-1	-4	-1	1	-3	-3
PAX8 reporter	.	.	.	.	.	.	.	.

57: OC12CCCCC1C(c1ccc3c(c1)OCO3)N(Cc1cccc(F)c1)CC2 (stereo unspecified)
58: Cn1c(C(C#N)/C(=N\S(=O)(=O)c2cccs2)c2ccccc2)nc2ccccc21 (stereo unspecified)
59: COc1ccc(S(=O)(=O)N2CCCC2C(=O)Nc2nccs2)cc1 (stereo unspecified)
60: O=C(/C=C(\O)c1ccc(Cl)cc1)C(=O)NNC(=O)C(O)(c1ccccc1)c1ccccc1
61: CN1CCc2nc(SCc3ccc(C(C)(C)C)cc3)c(C#N)cc2C1
62: CC(C)(C)N(C=C(Cl)Cl)C(=O)NC1CCCCC1
63: CC1CCc2sc3ncn4nc(C(=O)NCc5ccco5)nc4c3c2C1 (stereo unspecified)
64: CCc1ccc(NC(=O)C2CCCN(S(=O)(=O)c3cnc[nH]3)C2)cc1 (stereo unspecified)
Compound	57	58	59	60	61	62	63	64
EWS-Fli block	.	.	.	.	.	.	.	.
ARNT-TACC3 inh	0&0	-3	-3	-7	-105	-23	-4	-26
PAX8 reporter	.	.	.	.	.	.	.	.

65: CN(C)CCSc1nc(-c2ccccc2)nc2c1COC(C)(C)C2
66: C=CCN(CC=C)C(=O)CN1C(=O)c2ccccc2C1=O
67: CC(=O)c1cccc(NC(=O)CCOc2ccccc2)c1
68: CCN(CC)S(=O)(=O)c1cc(NC(=O)CNc2cccc(S(=O)(=O)N3CCCC3)c2)ccc1C
69: Nc1nc(NCc2ccccc2)nc(Nc2cccc(F)c2)c1[N+](=O)[O-]
70: CC(C)(C)OC(=O)N1CCC[C@@H]1CO
71: O=C(NCCCN1CCOCC1)NC12CC3CC(CC(C3)C1)C2
72: O=C(Nc1ccccc1)NC1CC2CCC(C1)N2Cc1nnnn1Cc1ccc2c(c1)OCO2 (stereo unspecified)
Compound	65	66	67	68	69	70	71	72
EWS-Fli block	.	.	.	.	.	.	.	.
ARNT-TACC3 inh	4	-3	-5	1	2	11	-6	1
PAX8 reporter	.	.	.	.	.	.	.	.

73: CCn1c(SCC(=O)Nc2ccccc2F)nc2c(c1=O)SC(C)C2 (stereo unspecified)
74: Cn1c(SCC(=O)NC2CCCCC2)nnc1-c1cc2ccccc2o1
75: CCSc1nc(C(F)(F)F)cc(=O)n1-c1ccccc1
76: N#Cc1cccc(NC(=O)Cn2cnc(S(=O)(=O)N3CCOCC3)c2)c1
77: O=C(Nc1cnn(Cc2c(Cl)cccc2Cl)c1)C(c1ccccc1)c1ccccc1
78: COc1ccc(C(=O)NCCSc2ccccn2)cc1
79: COc1ccc(NC(=O)CCCCCN2C(=O)CCC2=O)cc1Cl
80: CC1=CC(C)C(/C=N/n2cnnc2)C(C)C1 (stereo unspecified)
Compound	73	74	75	76	77	78	79	80
EWS-Fli block	.	.	.	.	.	.	.	.
ARNT-TACC3 inh	2	-2	9	5	5	4	0	-5
PAX8 reporter	.	.	.	.	.	.	.	.

81: COc1cccc(NC(=O)Cn2c(-c3cncs3)nc3ccccc32)c1
82: CC(C)(C)NC(=O)CSc1nc2ccc(NC(=O)CSc3nnnn3Cc3ccccc3)cc2s1
83: O=S(=O)(/N=C(/c1ccc(Cl)cc1)N1CCOCC1)c1ccc(Cl)cc1
84: CC(=O)N(CCC(Cc1ccccc1)c1ccc2c(c1)OCO2)Cc1ccc(Cl)cc1 (stereo unspecified)
85: COc1cc(-c2nnc(SCC3(c4ccccc4)OCCO3)o2)cc(OC)c1OC
86: COCCNc1oc(-c2ccco2)nc1S(=O)(=O)c1ccccc1
87: O=C1c2ccccc2-c2c1cccc2C(=O)N1CCN(C(=O)c2ccco2)CC1
88: CC(=O)Nc1cc(C(=O)N2CCCC2)ccc1S(=O)(=O)c1ccc(C)cc1
Compound	81	82	83	84	85	86	87	88
EWS-Fli block	.	.	.	.	.	.	.	.
ARNT-TACC3 inh	-2	-5	0	1	-4	4	2	3
PAX8 reporter	.	.	.	.	.	.	.	.

# Profiles from above. Order of values: EWS-Fli block | ARNT-TACC3 inh | PAX8 reporter
# Shown for CC(=O)Nc1cc(C(=O)N2CCCC2)ccc1S(=O)(=O)c1ccc(C)cc1 : . | 3 | .
# Shown for O=S(=O)(/N=C(/c1ccc(Cl)cc1)N1CCOCC1)c1ccc(Cl)cc1 : . | 0 | .
# Shown for CC(C)(C)NC(=O)CSc1nc2ccc(NC(=O)CSc3nnnn3Cc3ccccc3)cc2s1 : . | -5 | .

# (further entries)
89: O=c1c(F)cn(C2CCCO2)c(=O)n1Cc1c(Cl)cccc1Cl (stereo unspecified)
90: CO[C@@H]1CN(C)C(=O)c2ccc(NC(=O)c3ccccn3)cc2OC[C@@H](C)N(C(=O)Nc2ccccc2Cl)C[C@H]1C
91: CCCN1C[C@@H](C)[C@H](OC)CN(C)C(=O)c2ccc(NC(=O)c3ccccn3)cc2OC[C@H]1C
92: CCCN1CNC(=S)N(c2cc(C)ccc2C)C1
93: CCCCn1c(/N=C/c2ccc(N(C)C)cc2)nc2ccccc21
94: CCOC(=O)c1[nH]c(CSc2nnc(-c3ccncc3)n2CCOC)c(C(=O)OCC)c1C
95: CCN(C(=O)C1CCCCC1)c1nnc(-c2cccnc2)s1
96: Cc1nccn1CC(=O)O
Compound	89	90	91	92	93	94	95	96
EWS-Fli block	.	4	1	.	.	.	.	.
ARNT-TACC3 inh	2	.	.	.	.	.	.	.
PAX8 reporter	.	.	.	6	18	4	-6	-3

# Down the list, quoted from above.
# PAX8 reporter for nos. 89 to 96 → ., ., ., 6, 18, 4, -6, -3

# Remaining list, next part
97: Cc1ccc(-c2nc(CN(C)C)cc(CN(C)C)c2O)cc1
98: COc1ccc(N(CC(=O)Nc2ccc(F)c(Cl)c2)S(=O)(=O)c2c(C)noc2C)cc1
99: CCC(CC)C(=O)N1CCN(Cc2ccc3c(c2)OCO3)CC1
100: COC(=O)c1c(NC(=O)c2c(-c3ccccc3Cl)noc2C)sc2c1CCC2
101: CCOc1ccc(-n2c(SCC(=O)Nc3ccc4c(c3)OCO4)nc3ccccc3c2=O)cc1
102: CCOC(=O)CSc1nc2cccnc2n1-c1ccc(F)cc1
Compound	97	98	99	100	101	102
EWS-Fli block	.	.	.	.	.	.
ARNT-TACC3 inh	.	.	.	.	.	.
PAX8 reporter	-11	-20	29	7	20	8
